# Bioassay records: PubChem BioAssay, several laboratories
# Keap1-Nrf2 PPI: Keap1-Nrf2 protein-protein interaction inhibitors, primary screen, biochemical, fluorescence polarization, single point; Kelch-like ECH-associated protein 1 (Homo sapiens), Q14145; Keap1 Kelch-Nrf2 peptide fluorescence polarization, 1536-well; inhibition, % at 9.4 µM; actives 0.15% (n = 340,000); AID 504523, 2011; in the data active means inhibition above about 12%;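 further: human Keap1 Kelch domain with fluorescein labeled Nrf2 9mer peptide probe; 0% = neutral control wells and 100% = peptide positive control; higher means more block of Keap1 binding to Nrf2 peptide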
# DSG3 Ab inh: inhibitors of pemphigus antibody binding to DSG3, primary screen, biochemical, bead-based, flow cytometry, scFv-GFP; DSG3-coupled beads, scFv-anti-DSG3-GFP binding; active compounds read low; binding (percent of control), % at 10 µM; actives 0.48% (n = 310,000); Desmoglein-3 (Homo sapiens), P32926; AID 588358, 2011;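 active means binding more than 3 SD below its plate's average and above zero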;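 further: hits lower antibody fragment binding to DSG3; some compounds called inactive have numbers as strong as hits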
# Target sequence (P32926 whole entry, looked up, the tested form may be a part): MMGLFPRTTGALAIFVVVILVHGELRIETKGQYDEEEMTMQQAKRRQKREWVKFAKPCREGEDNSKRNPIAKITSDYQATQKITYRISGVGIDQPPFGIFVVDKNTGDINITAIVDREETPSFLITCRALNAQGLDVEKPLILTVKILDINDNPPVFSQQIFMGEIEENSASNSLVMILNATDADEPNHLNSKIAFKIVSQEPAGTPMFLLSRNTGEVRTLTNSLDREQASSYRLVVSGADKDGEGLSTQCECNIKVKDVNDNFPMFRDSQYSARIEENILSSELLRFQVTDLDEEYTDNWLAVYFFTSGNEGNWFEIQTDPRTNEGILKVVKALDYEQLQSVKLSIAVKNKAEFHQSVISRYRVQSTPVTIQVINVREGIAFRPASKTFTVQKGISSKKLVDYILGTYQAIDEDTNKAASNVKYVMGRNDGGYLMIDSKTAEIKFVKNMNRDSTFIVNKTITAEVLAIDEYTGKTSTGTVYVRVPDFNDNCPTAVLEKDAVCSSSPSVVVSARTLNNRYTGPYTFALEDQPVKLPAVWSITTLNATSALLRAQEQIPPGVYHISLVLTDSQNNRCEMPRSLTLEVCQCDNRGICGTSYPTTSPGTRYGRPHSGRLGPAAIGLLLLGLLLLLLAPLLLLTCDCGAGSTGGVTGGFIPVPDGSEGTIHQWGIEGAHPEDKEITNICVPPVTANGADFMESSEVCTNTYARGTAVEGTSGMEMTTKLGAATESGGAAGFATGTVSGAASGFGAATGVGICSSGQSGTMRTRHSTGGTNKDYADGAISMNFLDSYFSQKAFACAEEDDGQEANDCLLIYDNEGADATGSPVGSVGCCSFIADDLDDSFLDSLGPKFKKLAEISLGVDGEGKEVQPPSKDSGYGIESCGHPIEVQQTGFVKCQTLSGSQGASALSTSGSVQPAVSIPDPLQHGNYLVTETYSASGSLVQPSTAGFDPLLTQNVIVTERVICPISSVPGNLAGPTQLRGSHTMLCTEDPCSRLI
# Arr AP2 block: inhibitors of beta-arrestin/AP2 binding, primary screen, biochemical, GPCR trafficking, flow cytometry. FITC-arrestin peptide / GST-AP2 beads; AP2 beta2 appendage carries R879A mutation. beta-arrestin 1 C-terminal peptide binding to AP2 beta2-adaptin appendage (human). AID 504490, 2011. inhibition, % at 10 µM. actives 0.31% (n = 340,000);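 active means inhibition above a set limit, near 3 SD of compounds lacking own fluorescence, cut at about 54% in these data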;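 further: plate controls were DMSO wells for no effect and 5 µM unlabelled arrestin peptide for full effect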
#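 system = GST-tagged AP2 beta2-adaptin appendage (R879A) on 4 µm glutathione beads | reagent = FITC-labelled arrestin peptide probe, 50 nM final | schedule = compound with beads 12 min RT, then probe 1 h RT | signal = HyperCyt-sampled flow cytometry, FL1 channel, ex 488/em 535 nm | read-out = percent response from loss of bead-bound FITC fluorescence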
# RTF Ca sens inh: cardiac RTF calcium sensitivity inhibitors, primary screen, biochemical, IANBD-TnC fluorescence, EC70 calcium | Troponin I, cardiac muscle (Homo sapiens) + Troponin T, cardiac muscle (Homo sapiens) + … | IANBD-labeled cardiac RTF, Ca2+ fluorescence | inhibition, % at 7.15 µM | actives 0.12% (n = 340,000) | AID 493244, 2011;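 active means inhibition above the mean inhibition of all tested compounds plus 3 SD, cut at about 17% in these data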;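 further: assay run at fixed EC70 calcium of 1.6 mM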
# CAL PDZ FP-1: CAL PDZ peptide-binding inhibitors, primary screen, biochemical, fluorescence polarization, Cer-tagged CAL PDZ, HTS; Golgi-associated PDZ and coiled-coil motif-containing protein (Homo sapiens), Q9HD26; purified CAL PDZ, TMR-peptide fluorescence polarization, 1 h; inhibition, % at 20 µM; actives 0.02% (n = 330,000); AID 504414, 2011;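 active means highest replicate inhibition of at least 40%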;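 further: plate controls were DMSO neutral control wells for no effect and unlabeled competitor peptide control wells for full effect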
#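 Read-out basis: mP drop reported as inhibition | Assay system: Tagged CAL PDZ protein CerCALP, purified | Benchmarks: Unlabelled peptide for full inhibition, DMSO wells as neutral | Schedule: 1 h incubation at room temperature before polarization reading | Buffer or medium: Sodium phosphate/NaCl buffer pH 7.4 with TCEP, IgG, Thesit | Doses: Single point, 20 µM | Measured by: Fluorescence polarization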
# DAGLB inh: DAGLB lipase inhibitors, primary screen, biochemical, fluorescence, HTS; Diacylglycerol lipase-beta (Homo sapiens), Q8NCG7; actives 0.059% (n = 340,000); HEK293T DAGLB membrane lysate, EnzChek fluorogenic substrate; inhibition, % at 5.17 µM; in the data active means inhibition above about 34%;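 further: 0% = enzyme with vehicle and 100% = wells lacking enzyme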
# NSD2 HMT inh: NSD2 histone methyltransferase inhibitors, primary screen, biochemical, AlphaScreen, single concentration, set 2 | NSD2 peptide methylation, 120 min | Histone-lysine N-methyltransferase NSD2 (Homo sapiens), O96028 | actives 0.54% (n = 310,000) | inhibition, % at 12.5 µM; in the data active means inhibition above about 50%
# CAL PDZ FP-2: untagged CAL PDZ binding inhibitors, primary screen, biochemical, fluorescence polarization, HTS. Golgi-associated PDZ and coiled-coil motif-containing protein (Homo sapiens), Q9HD26. purified CAL PDZ, TMR-peptide fluorescence polarization, 1 h. inhibition, % at 24.9 µM. actives 0.92% (n = 300,000). AID 602252, 2012;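 active means mean inhibition of at least 30% with at least half of replicates also reaching 30%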;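 further: 0% = DMSO neutral control and 100% = excess unlabeled competitor peptide PRC23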
# V-ATPase pHluor: regulators of yeast V-ATPase proton pumping, primary screen, pHLuorin cytosolic pH fluorescence; S. cerevisiae; response, % at 10 µM; actives 0.37% (n = 350,000); in the data active means response mostly above about 7.3%, no sharp cut-off; inactive means mostly below about 5.4%; further: actives read high; inactives centre near 0; some compounds called inactive have numbers as strong as hits
# LANA DNA inh: inhibitors of KSHV C-LANA binding to DNA, primary screen, biochemical, fluorescence polarization, FAM-LBS DNA, MBP-C-LANA, single point | inhibition, % at 9 µM | AID 504423, 2011 | Kaposi's sarcoma herpesvirus LANA C-terminal domain (residues 932-1162) DNA binding | actives 0.078% (n = 340,000);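 active means highest replicate inhibition at or above 60% at 9 µM, even if other replicates fall short; inactive means all replicates below 60% inhibition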;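 further: 0% = neutral control wells and 100% = 4 µM acridine orange control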
# Active calls of the source: *; . = not tested or not shown.
SMILES,Keap1-Nrf2 PPI,DSG3 Ab inh,Arr AP2 block,RTF Ca sens inh,CAL PDZ FP-1,DAGLB inh,NSD2 HMT inh,CAL PDZ FP-2,V-ATPase pHluor,LANA DNA inh
CC1CCCN(C(=O)COc2ccc(NC(=O)c3cccs3)cc2)C1 (stereo not given),-3,101,14,-10,.,1,-1,-5,-2,-0.8
Cc1cc(C)cc(C(=O)N2CCN(c3ccccn3)CC2)c1,-7,106,-13,8,-2.0,1,-2,-28,5,0.5
O=C(CN1C(=O)NC2(CCCCCC2)C1=O)NCc1ccc(Cl)cc1,0,105,7,-8,-1.3,-1,-2,-6,-2,0.3
COC(=O)N/N=C\C=C\c1ccc2c(c1)OCO2,-8,109,9,-16,0.5,3,-2,2,0,0.8
CN(Cc1ccccc1)C(=O)c1nn2cccnc2c1Cl,-4,94,4,-7,-2.9,-3,-2,-2,7,-0.6
COc1ccc(Cl)cc1Nc1cc(C)nc2ccccc12,.,101,8,.,.,.,-1,.,0,.
CC(=O)NC(N(C#N)c1nc(Cl)nc(N(C)C)n1)C(Cl)(Cl)Cl (stereo not given),-3,.,1,4,0.8,0,1,4,-3,2.1
COc1cccc(/C=N/NC(=O)C[n+]2ccccc2)c1O,-4,106,7,-5,0.4,-2,0,-5,-2,-1.8
N#CCCN(C(=O)CO/N=C/c1cccc([N+](=O)[O-])c1)c1ccccc1,-2,105,-1,-4,-0.6,-2,.,.,-1,0.2
C=CCNCCCCOc1ccc(Br)cc1C,-4,101,-5,-6,-0.1,-1,66*,0,-1,1.3
CN(C(=O)c1ccccn1)C1(C(=O)NC2CCCCC2)CCCCC1,0,.,4,-4,-0.9,-2,.,8,3,-1.5
CCOc1ccc2c(c1)C(c1ccc(C)cc1)=NNC(c1ccc(OC)cc1)=N2,-2,100,14,9,-1.3,-6,-2,-2,2,1.7
COc1ccc2nc3sc(C(=O)NCCN4CCc5ccccc5C4)cc3cc2c1,-5,120,-10,6,-4.2,2,0,0,6,0.8
O=C(Cn1ncc2c3ccccc3n(Cc3ccc(F)cc3)c2c1=O)N1CCN(c2ncccn2)CC1,-4,101,9,-13,-2.7,3,-4,-8,5,-1.7
Cc1ccccc1CN1CCc2c(OCC(=O)N3CCCc4ccccc43)cccc2C1=O,4,106,-4,-7,-1.0,-5,6,-1,0,1.2
Cn1nc(C(=O)NNC(=O)Cc2ccc(S(=O)(=O)N3CCOCC3)s2)c2ccccc2c1=O,32*,101,-44,-14,0.3,2,1,.,6,20
COc1cccc(NC(=O)CCc2nnc3ccc(N4CCC(C)CC4)nn23)c1,-6,.,-2,-9,-3.6,1,11,-4,-1,-0.2
O=C(CN1CCCCCC1)Nc1ccc(Cl)cn1,-4,110,-12,-1,-0.5,0,2,7,-4,-3.0
CCCCn1c(NCc2ccncc2)nc2ccccc21,4,104,-33,-1,-6.3,1,0,-1,7,1.0
CC(=O)Nc1ccc(S(=O)(=O)NC2=NCN(C)CN2)cc1,-10,99,3,1,-3.7,1,-2,0,3,0.4

# Results in V-ATPase pHluor, Keap1-Nrf2 PPI and Arr AP2 block, for 3 of the compounds above:
SMILES | V-ATPase pHluor | Keap1-Nrf2 PPI | Arr AP2 block
COc1cccc(NC(=O)CCc2nnc3ccc(N4CCC(C)CC4)nn23)c1 | -1 | -6 | -2
COC(=O)N/N=C\C=C\c1ccc2c(c1)OCO2 | 0 | -8 | 9
CN(C(=O)c1ccccn1)C1(C(=O)NC2CCCCC2)CCCCC1 | 3 | 0 | 4

# Carrying on.
SMILES,Keap1-Nrf2 PPI,DSG3 Ab inh,Arr AP2 block,RTF Ca sens inh,CAL PDZ FP-1,DAGLB inh,NSD2 HMT inh,CAL PDZ FP-2,V-ATPase pHluor,LANA DNA inh
COc1ccc(CN(C)C(C)C(=O)Nc2ccc([N+](=O)[O-])cc2Cl)cc1OC (stereo not given),-2,91,-6,-8,-1.6,-1,4,-3,0,-1.0
COCCCN(C(=O)c1cccnc1SC)c1c(N)n(Cc2ccccc2)c(=O)[nH]c1=O,-2,99,-8,4,.,-2,-2,-8,3,-0.4
Cc1ccc(Oc2nc(-c3ccccc3)ncc2S(=O)(=O)c2ccc(C)cc2)cc1,-4,90,2,7,-0.6,0,-2,1,3,0.3
CC1(O)CC(C)(C)C(C#N)C(=O)N1 (stereo not given),4,93,-9,-7,-0.7,1,0,.,0,1.2
Cc1nn(-c2ccccc2Cl)c(Cl)c1/C=N/Nc1cccc(C(=O)O)c1,1,102,1,-2,0.4,8,6,-1,3,2.0
COc1cc(N2C(=O)C=CC2=O)c(OC)cc1Cl,-16,114,19,-6,0.0,-6,.,.,8,0.0
COc1ccc(C(NC(C)=O)c2cc(Cl)c3cccnc3c2O)cc1 (stereo not given),-5,117,-3,-4,-0.6,8,3,-6,3,2.5
CCOc1cc(N2CCOCC2)c(OCC)cc1NC(=O)COC(=O)CCc1c[nH]c2ccccc12,-3,96,17,4,0.6,1,0,0,3,-1.6
Brc1ccccc1-c1nnc(COc2cccc3cccnc23)o1,-3,80,1,-8,-2.5,2,-1,-2,0,-1.1
Cc1ccc(C(=O)c2c3ccccc3[n+]([O-])n2[C@@H](C)C(N)=O)cc1,0,101,2,6,-1.3,1,.,-3,-3,1.9
COc1ccc(C(=O)Nc2cc3c(cc2OC)CCCC3)cc1Br,2,98,-3,-2,-2.8,-13,-6,0,-1,-0.7
Cc1nn2c(-c3cccnc3)ccnc2c1-c1ccccc1,-2,97,4,-9,-0.6,4,3,2,-3,1.9
COc1ccc(N2CC(C)Cn3c2nc2c3c(=O)[nH]c(=O)n2C)cc1 (stereo not given),1,106,7,-7,0.7,-3,-1,-3,-1,2.0
CN(C)S(=O)(=O)c1cccc(NC(=O)c2n[nH]c(=O)c3ccccc23)c1,-2,97,1,-2,-1.0,-1,-2,5,-5,0.3
COc1cccc(N2C(=NC(=O)COc3ccccc3)SC3CS(=O)(=O)CC32)c1 (stereo not given),-6,113,-16,-6,-2.6,2,-2,-6,1,2.2
CCOC(=O)c1cccc(C(=O)Nc2nc3ccc(OC)cc3s2)n1,5,108,26,-6,-1.1,1,-3,-1,2,-0.2
COc1cc(C)c(C(C)C)cc1S(=O)(=O)n1cnc(C)c1,0,98,2,-5,-0.7,-4,.,.,-1,-2.2
c1cnc2ccc3ncccc3c2c1,-3,104,-8,-8,0.5,-1,5,-6,4,-0.6
CC(=O)c1ccc(NC(=O)C2Cc3ccccc3CN2C(=O)c2ccccc2)cc1 (stereo not given),1,97,19,0,-2.7,-1,1,0,-6,-0.6
COc1ccc(NS(=O)(=O)c2cccc(NC(=O)NC3CCCCC3)c2)cc1,-1,117,-6,1,-1.3,-1,-1,-4,8,-0.9
CC(C)Oc1ccc(C(CC(=O)N2CCOCC2)C(C)C)cc1 (stereo not given),0,90,3,-9,-1.6,0,0,-5,-2,-1.7
Cc1ccc(C)c(N2CCN(C(=O)C3CCCN(S(=O)(=O)c4c(C)[nH]c(=O)[nH]c4=O)C3)CC2)c1 (stereo not given),-6,100,-8,-10,0.6,1,.,-3,0,1.3
S=c1[nH]nc(Cc2cccc3ccccc23)o1,2,92,-18,1,0.7,4,-3,-1,2,1.8
CCOC(=O)c1[nH]ncc1CN1CCCC(C(=O)c2ccc(SC)cc2)C1 (stereo not given),-7,103,16,-13,0.0,-1,-1,-6,0,1.5
COc1ccc(CN2Cc3cccc4c3[C@@H](CC2=O)[C@H](O)[C@H](O)C4)cc1,-5,102,0,-7,-0.1,2,.,-2,2,2.2
S=c1[nH]nc(C2CC2)n1Cc1ccccc1,-4,93,13,-9,-0.8,1,0,-5,4,0.3
COc1ccccc1OCC(=O)Nc1ccc(S(=O)(=O)Nc2nccs2)cc1,1,105,-1,-9,-0.7,-1,-2,-2,4,-1.5
CC(C)CCOc1ccc(C(=O)N2CCN(c3ncccn3)CC2)cc1,-5,98,1,-2,0.9,-8,-3,11,0,2.0
Cc1cc(NC(=O)Cc2cccs2)nn1CC(=O)NCc1ccco1,-6,.,0,-16,0.0,-2,-1,-1,2,0.3
COc1ccc(Cl)cc1N1CCN(CCNC(=O)Nc2ccccc2C)CC1,-2,107,8,-1,-1.0,-4,-1,-1,-4,-0.9
CCCc1[nH]nc2c1C(c1ccc(OC(=O)c3ccco3)cc1)C(C#N)=C(N)O2 (stereo not given),-2,107,9,-4,-0.5,2,-9,-6,2,2.5
CCCCCCn1c(CN2CCN(C)CC2)nc2c1c(=O)n(C)c(=O)n2C,-6,107,10,-5,-0.2,-2,.,9,6,2.7
CC(C)C[C@H](NC(=O)NC1CCCc2ccccc21)C(=O)O (stereo not given in full),-2,93,11,0,-0.1,0,-3,1,1,1.6
CC(C)Cn1c2c(c(O)c(C(=O)Nc3nccs3)c1=O)CCCC2,-3,128,-2,4,-0.4,-3,-1,-2,5,-0.9
COc1ccc(CC(=O)NCCC2=CCCCC2)cc1,-2,111,19,-8,-0.9,-5,-3,2,5,0.2
CC(OC(=O)Cn1cnc2c1c(=O)n(C)c(=O)n2C)C(=O)NCc1ccccc1 (stereo not given),-7,104,11,-4,-2.1,0,29,-1,5,-0.3
Cc1cccc(CCNC(=O)CN(C)S(=O)(=O)c2cnc[nH]2)c1,2,99,11,-7,0.1,1,-1,2,2,2.0
CCOC(=O)c1c2c3c(cccc3n(C)c1=O)C(=O)c1ccccc1-2,7,102,5,-9,1.0,-5,3,-4,-2,1.8
O=C(CSc1nnc2scc(-c3ccc(F)cc3)n12)NCc1ccco1,3,95,-1,-6,-0.1,-5,3,7,4,-1.0

# The list is partial, so the mix of outcomes need not match the whole.
